TbREL1 inh: TbREL1 RNA ligase inhibitors, primary screen, biochemical, FRET fluorescence | inhibition, % at 9.66 µM | 89,000 compounds, 0.49% hits | RNA-editing ligase 1, mitochondrial (Trypanosoma brucei brucei), P86926 | TbREL1 RNA ligation;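 active means inhibition above the mean inhibition across all screened compounds plus 3 SD, cut at about 11% in these data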;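 further: 0% = plate median of test wells and 100% = NSC42067 control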
Target sequence (P86926 whole entry, looked up): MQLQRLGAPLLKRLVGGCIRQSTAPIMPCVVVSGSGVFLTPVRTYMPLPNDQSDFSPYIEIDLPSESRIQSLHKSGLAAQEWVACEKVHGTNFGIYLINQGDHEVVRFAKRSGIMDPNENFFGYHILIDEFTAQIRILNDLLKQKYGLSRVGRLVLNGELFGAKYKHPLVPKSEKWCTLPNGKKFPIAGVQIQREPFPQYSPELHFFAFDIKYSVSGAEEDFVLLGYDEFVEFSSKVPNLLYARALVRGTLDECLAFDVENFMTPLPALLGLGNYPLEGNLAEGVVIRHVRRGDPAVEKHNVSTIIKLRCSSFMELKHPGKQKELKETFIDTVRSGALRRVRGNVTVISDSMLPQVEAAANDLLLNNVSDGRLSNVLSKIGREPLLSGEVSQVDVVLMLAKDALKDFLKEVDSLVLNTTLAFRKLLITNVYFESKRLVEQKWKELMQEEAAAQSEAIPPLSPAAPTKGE
* marks the source's active call; other numbers are inactive results. A portion of the library. The share of hits here may be higher or lower than overall.

SMILES	TbREL1 inh
COCC(=O)OCn1nnc2ccccc2c1=O	2
CCOC(=O)CCCNC(=O)OCCCN1CCC2(CCC(c3ccccc3)CC2)C1=O (configuration not stated)	-1
CCc1ccccc1OCC(=O)Nc1cccc(S(=O)(=O)NC2=NCCCCC2)c1	2
CN=C1S/C(=C/c2cc(C)n(-c3ccc(Cl)cc3F)c2C)C(=O)N1C	-8
COc1cc(/C=C2\C(=O)NN(c3ccccc3)C2=O)ccc1OCC(N)=O	-1
CCCNC(=O)c1ccc2c(=O)c(O)c(C)[nH]c2c1	-1
CCN1CCN(c2nc3sc4c(c3c3ncnn23)CC(C)CC4)CC1 (configuration not stated)	-1
COc1ccc(/C=N\NC(=O)c2ccc([N+](=O)[O-])cc2)cc1COc1c(F)c(F)cc(F)c1F	6
CCCn1nc(C(=O)Nc2cccc(S(=O)(=O)N3CCOCC3)c2)c2ccccc2c1=O	-2
C=CC[C@@H](CC(=O)N[C@H](CO)Cc1ccccc1)C(=O)NC[C@@H](OC(=O)[C@@H](CC=C)Cc1ccc(F)cc1)c1ccccc1	4
CN1C[C@@H]2[C@@H]3C(=O)N(C)C(=O)[C@@H]3[C@](C)(C1=O)N2C(=O)c1ccc(C(C)(C)C)cc1	-2
CCOc1cc(/C=N/Nc2nc3ccccc3[nH]2)cc(Br)c1OCC(=O)N(C)C	-8
CCc1ccc(CN2CCC(n3nccc3NC(=O)C3CCCC3)CC2)cc1	-3
COc1ccc(NC(=O)C2C(=O)N(CCO)C3(C)CC2c2ccccc2O3)cc1 (configuration not stated)	3
CCOc1ccc(C(=O)COC(=O)c2ccc(-n3cnnn3)cc2)cc1	0
NC(=O)c1ncn([C@@H]2O[C@H](C(=O)Nc3ccc(Oc4ccccc4)nc3)[C@@H](O)[C@H]2O)n1	-1
Cc1cc(Br)c(NC(=O)COC(=O)c2ccc[n+]([O-])c2)c(Br)c1	2
CCCCCOc1ccccc1C(=O)NCC(=O)O	1
CCc1c(C)nc(SCC(=O)CC(=O)OC(C)C)c(C#N)c1C	3
Cc1ccc(-c2nn(-c3ccccc3)cc2C(=O)N2CCN(c3ccccn3)CC2)cc1	3
CS(=O)(=O)N(CC(=O)N1CCN(c2ccccc2)CC1)c1ccc(Cl)c(C(F)(F)F)c1	-1
Cc1ccc(S(=O)(=O)N2CCC(C(=O)O)CC2)cc1C(=O)O	7
Cc1ccc(N2CCN(C(C(=O)Nc3c(C)cccc3C)c3cc4ccccc4o3)CC2)cc1 (configuration not stated)	-2
CC(C)NC(=O)c1cc2ccccc2o1	3
COC(=O)[C@]1(CC(C)C)N[C@H](c2ccc(-c3ccc(C(C)=O)cc3)cc2)[C@@H]2C(=O)N(C)C(=O)[C@@H]21	2
COc1ccc(/C=N/NC(=O)c2ccc3nc[nH]c3c2)c(OC)c1OC	1
CCCCCN(C(=O)CCC(=O)OCC(=O)NCCc1ccccc1)c1c(N)n(CCCC)c(=O)[nH]c1=O	-2
O=C(COc1ccccc1)Nc1ccc(N2CCCCC2)cc1	-8
CC(=O)c1ccc(OCCCC(=O)N2CCN(S(=O)(=O)c3ccc(C(C)C)cc3)CC2)cc1	-1
Cc1cc(C)c(C2=Nn3c(C)nnc3SC2C)cc1C (configuration not stated)	-3
COc1ccc(OC)c(CNC(=O)Cc2c(C(=O)O)[nH]c3ccccc23)c1	-2
CN(Cc1ccccc1)S(=O)(=O)c1cccc(C(=O)OCc2cccc([N+](=O)[O-])c2)c1	1
COc1ccc(C(=O)c2cc([N+](=O)[O-])ccc2N2CCCC2)cc1	-3
Cc1cccc(NC(=O)CNC(=O)COc2ccc(-c3ccc(C#N)cc3)cc2)c1C	-2
CC(C)(C)c1ccc(OCC(=O)Nc2cccc(S(=O)(=O)NC3=NCCCCC3)c2)cc1	0
O=C(COc1ccc(Br)cc1Cl)c1ccc[nH]1	1
O=C(CNC(=O)c1ccccc1Cl)NC1CCN(Cc2ccccc2)CC1	1
Cc1ccc(-n2c(SCc3cccc4ccccc34)nnc2-c2ccccn2)cc1	0
CS(=O)(=O)Oc1ccc(Br)cc1/C=C1/N=C(c2ccco2)OC1=O	0
Cn1c(=O)c2c(nc(SCC(=O)NCc3ccc4c(c3)OCO4)n2Cc2ccc(F)cc2)n(C)c1=O	7
Cc1ccc2c(CC(=O)OC(C)C(=O)Nc3ncc(Cl)cc3Cl)coc2c1 (configuration not stated)	-2
COC(=O)C1=C(C(=O)OC)[C@@H]2N(C)c3ccccc3[C@@]23C[C@@H](CO)N(C(=O)C2CCC2)C3=N1	2
COc1ccc(-c2cc(N)n(S(=O)(=O)c3ccc(F)cc3)n2)cc1OC	-2
CN(CCO)c1ccc2c(c1)OC[C@H](Cc1ccccc1)NS2(=O)=O	-2
CC1CCCCN1C(=O)C1CCN(c2nc(-c3ccccc3)nc3c2CCC3)CC1 (configuration not stated)	4
Cc1ccc(Cl)cc1-c1cc(C(=O)NCc2ccc(C(F)(F)F)cc2)[nH]n1	4
COCCCNC(=O)C[C@@H]1C[C@@]2(C(=O)OC)CCCCC=C2N(Cc2ccc3c(c2)OCO3)C1=O	-6
COc1ccc(CN(C)CC(O)COC(c2ccc(OC)cc2)c2ccc(OC)cc2)cc1 (configuration not stated)	13*
CC1CC(C)(C)NC(=S)N1CC(=O)NCc1ccccc1Cl (configuration not stated)	-1
Cc1ccc(S(=O)(=O)NCC(=O)N(CC(=O)NCc2ccco2)Cc2ccccc2)cc1	-4
(cont.)
SMILES	TbREL1 inh
O=C(CCCC(=O)N1CCN(c2ccccc2F)CC1)c1ccccc1	-2
Cc1cc(C)n(-c2ccc(Cl)c(C(=O)O)n2)n1	5
CCOc1ccc(S(=O)(=O)N2CCN(Cc3ccc4c(c3)OCO4)CC2)cc1C	-4
CCOc1ccccc1N(CC(=O)NC(C)(C)C)C(=O)CCC(=O)Nc1nccs1	-1
NC(=O)[C@@H]1CC2(CC(c3cccc(NC(=O)CC(c4ccccc4)c4ccccc4)c3)=NO2)CN1C(=O)[C@@H]1CCC(=O)N1 (some centres not stated)	3
O=c1c2ccccc2nnn1CSc1nnc(-c2cccc(S(=O)(=O)N3CCCCC3)c2)o1	-4
COC(=O)[C@]12C[C@H](CC(=O)NCc3cccs3)C(=O)N(Cc3cccc4ccccc34)C1=C[C@H](C1CCCC1)O[C@@H]2C	-2
O=C(CSc1ncnc2c1oc1ccccc12)Nc1cccc(Cl)c1	-2
CCCCNC(=O)C(C#N)c1nc2ccccc2nc1N1CCN(c2ccccc2F)CC1 (configuration not stated)	-3
O=C(Nc1ccc2c(c1)CCC2)c1cnn2c1NC(c1ccco1)CC2C(F)(F)F (configuration not stated)	0
CCN(CC)c1ccc(NC(=O)CCCCC(=O)Nc2ccc(N(CC)CC)cc2)cc1	-8
CCN(CC)c1nc(N)nc(N(c2ccccc2)c2ccccc2)n1	-2
CN(C)CCCNc1cc(O)c2ncccc2c1	8
CC(=O)OC(C(=O)N1CCN(c2ccc(F)cc2)CC1)c1ccccc1 (configuration not stated)	-1
Cc1cccc(NC(=O)CNC(=O)[C@H](CCc2ccccc2)NC(=O)[C@H]2O[C@@H](n3cnc4c(N)ncnc43)[C@H](O)[C@@H]2O)c1C	4
N#Cc1ccc(C23CC4(C2)[C@H](CN(Cc2cccnc2)[C@@H]4c2ccccc2)C3c2ccccc2)cc1 (some centres not stated)	1
CN1/C(=C/C=N/n2cnnc2)C(C)(C)c2ccccc21	4
COc1cc(-c2c(C#N)c(N)nc3c2c(C)nn3-c2ccc(C)c(C)c2)cc(OC)c1OC	3
CNc1nc(C)nc(-c2ccccc2O)n1	-2
CCc1[nH]c(=O)c(C#N)c2c1CCCC2	1

Five entries picked at random from the list so far, as already listed:
SMILES	TbREL1 inh
CC(=O)OC(C(=O)N1CCN(c2ccc(F)cc2)CC1)c1ccccc1 (configuration not stated)	-1
COc1cc(-c2c(C#N)c(N)nc3c2c(C)nn3-c2ccc(C)c(C)c2)cc(OC)c1OC	3
CCc1[nH]c(=O)c(C#N)c2c1CCCC2	1
CN1/C(=C/C=N/n2cnnc2)C(C)(C)c2ccccc21	4
CCN(CC)c1nc(N)nc(N(c2ccccc2)c2ccccc2)n1	-2

Later entries
SMILES	TbREL1 inh
O=C(NNC(=O)c1cc(-c2ccccc2)nc2ccccc12)Nc1cccc(Cl)c1	-2
Cc1onc(-c2c(Cl)cccc2Cl)c1C(O)c1ccccc1 (configuration not stated)	-1
CN(CCNC(=O)c1cc2c(=O)n(C)c3ccccc3c2n1C)Cc1ccccc1	2
Cc1ccc(OCCn2c(=O)sc3ccccc32)cc1	3
CCOC(=O)NCC(C)(C)CNC(=O)OCC	-4
O=C(Nc1ccc(C(F)(F)F)cc1)OC1CC2CC1[C@H]1CCCCN1[C@H]2Cc1ccccc1 (some centres not stated)	5
Cc1cc(C([O-])=C(C(=S)Nc2ccc(F)cc2)[n+]2ccccc2)c(C)n1-c1ccc(F)cc1	-3
CCOC(=O)C1(CC2CCCCO2)CCN(C(=O)Nc2ccccc2SC)CC1 (configuration not stated)	-4
CCOc1ccc(OCC(=O)N2CCN(S(=O)(=O)c3ccccc3)CC2)cc1	5
COCCN(Cc1ccccc1)C(=O)c1cccc(S(=O)(=O)N2CCCc3ccccc32)c1	-2
Cc1ccc(NC(=O)CSc2nc(N)c3cc4c(nc3n2)CCCC4)cc1	-2
Cc1cccc(OCCn2c(=O)n(C)c3ccccc32)c1	0
CN(Cc1ccon1)C(=O)CC1C(=O)NCCN1Cc1ccc(Cl)c(F)c1 (configuration not stated)	-1
Cc1c(NC(=O)C2CCN(S(=O)(=O)c3cccs3)CC2)c(=O)n(-c2ccccc2)n1C	-5
Cc1cccc(NC(=O)Cn2c(=O)n(Cc3ccco3)c(=N)c3c4c(sc32)COC(C)(C)C4)c1	1
Cc1cc(=O)oc2cc(NC(=O)c3cc4ccccc4o3)ccc12	0
CCOP(=O)(OCC)C(Nc1ccccc1)c1ccco1 (configuration not stated)	-3
CCN(CC(=O)Nc1ccc(C(=O)OC)cc1)C1CCCCC1	-1
O=C(N/N=C/c1cc([N+](=O)[O-])ccc1Cl)c1cnccn1	6
CC1OC(C(C)(C)C)Cc2[nH][nH]c(=O)c21 (configuration not stated)	-4

A draw from above in order of number of heavy atoms, ascending:
SMILES	TbREL1 inh
CNc1nc(C)nc(-c2ccccc2O)n1	-2
Cc1cccc(OCCn2c(=O)n(C)c3ccccc32)c1	0
Cc1onc(-c2c(Cl)cccc2Cl)c1C(O)c1ccccc1 (configuration not stated)	-1
O=C(COc1ccccc1)Nc1ccc(N2CCCCC2)cc1	-8
Cc1ccc(NC(=O)CSc2nc(N)c3cc4c(nc3n2)CCCC4)cc1	-2
CCc1ccc(CN2CCC(n3nccc3NC(=O)C3CCCC3)CC2)cc1	-3
COC(=O)[C@]12C[C@H](CC(=O)NCc3cccs3)C(=O)N(Cc3cccc4ccccc34)C1=C[C@H](C1CCCC1)O[C@@H]2C	-2

Next compounds.
SMILES	TbREL1 inh
COc1ccc(-n2c(SCC(=O)N(C)c3ccccc3)nc3c([nH]c4ccccc43)c2=O)cc1OC	1
O=C(CSc1ccc(S(=O)(=O)N2CCOCC2)cn1)Nc1ccc(F)c(F)c1	-1
CC(=O)c1cccc(OCCN2C(=O)NC(C)(C)C2=O)c1	4
CCOc1ccc(CN(C)CC(=O)NCc2ccccc2)cc1	-2
Cc1nc(NC(=O)c2cccc(-c3cc4ccccc4oc3=O)c2)ccc1Br	1
O=[N+]([O-])c1ccc(-c2nc(Nc3ccc(O)cc3)c3ccccc3n2)cc1	4
CCn1c(CCn2ccnc2C)n[nH]c1=S	0
c1ccc(-c2nnc3n2N=C(c2ccc4ccccc4c2)CS3)cc1	-1
O=C(O)CN1CCCCCC1=O	1
O=C(Nc1nc2c(s1)CCCC2)c1cccs1	-1
Cc1ccsc1C(=O)OCC(=O)NC1CCS(=O)(=O)C1 (configuration not stated)	-2
O=C(NCCc1c[nH]c2ccccc12)OCc1cn(-c2ccc(F)cc2F)nn1	1
CCc1nc(SCC(=O)Nc2c(C)n(C)n(-c3ccccc3)c2=O)n[nH]1	-3
COc1ccc(C2=CN(Cc3ccccc3)C(c3ccccc3)CC2=O)cc1 (configuration not stated)	-2
O=C(CCNC(=O)c1ccc([N+](=O)[O-])cc1)NC1CCCCCC1	-1
O=C(c1ccc(Cl)c(S(=O)(=O)N2CCCC2)c1)N1CCN(c2ccccc2F)CC1	-6
O=c1cc(C=NNc2ccc([N+](=O)[O-])cc2)[nH]c(=O)[nH]1	-1
O=C(NCCOC(=O)c1ccc([N+](=O)[O-])cc1)c1cccnc1	-2
COc1ccc(CCNC(=O)COC(=O)c2cncc(Br)c2)cc1OC	-1
O=C(Nc1nnc(C2=COCCO2)o1)C1CCCCC1	0
COC(=O)c1ccccc1NC(=S)N1CCN(c2ccc(OC)cc2)CC1	-4
COc1ccc(/C(N)=N/OC(=O)Cc2ccccc2[N+](=O)[O-])cc1	1
Cc1cc(OCCCN2CCCC2)ccc1Cl	-2
COc1ccc(-c2cc(C(=O)N3CCN(S(=O)(=O)c4ccc(C)cc4)CC3)[nH]n2)cc1	2
CC1=C(C(=O)OCc2ccccc2)C(c2cccc3ccccc23)NC(=O)N1CCCC(=O)O (configuration not stated)	-4
COc1cc(NC(=O)Cc2ccccc2)ccc1NC(=O)c1ccco1	1
CCOc1ccccc1NC(=O)COC(=O)c1cc(C(=O)OC)cc([N+](=O)[O-])c1	1
CC1C(=O)Nc2ccccc2N1C(=O)C1CC1 (configuration not stated)	1
CCOC(=O)c1[nH]c2ccc(Br)cc2c1NC(=O)CCN1CCOCC1	0
Cc1cccc(-c2noc(CCCC(=O)Nc3ccc(C(N)=O)cc3)n2)c1	-1
COc1cccc(-n2c(C)c(C(C)=O)c(C(C)=O)c2C)c1	-1
O=C(/C=C/N1CCOCC1)c1cc2ccccc2o1	-6
CCNC(=S)/N=C(/Nc1ccc(OC)cc1)Nc1nc(C)cc(C)n1	0
COC(=O)c1c(NC(=O)CN2C(=O)NC3(CCCCC3C)C2=O)sc2c1CCC2 (configuration not stated)	-3
